KLK7 zymogen act: proKLK7 (human) activation, primary screen; purified proKLK7, EDANS-DABCYL substrate fluorescence; 100% is mature enzyme control, 0% vehicle; activation, % at 7 µM; 370,000 tested, 0.9% active; AID 652039;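 active = activation above the mean of all tested compounds plus 3 SD, computed per campaign excluding outliers beyond control limits, cut at about 13% in these data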
TCR CD3 inh: human TCR-CD3 binding inhibition. inhibition, % at 9.4 µM. 360,000 tested, 0.37% active. TAMRA-labeled TCR probe fluorescence, biochemical. AID 651800; in the data active = inhibition above about 19%;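 note: recombinant mutant TCR 2C K166C tagged with TAMRA read by polarization; 0% = receptor in buffer alone and 100% = receptor with positive control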
SIAE primary: human SIAE inhibition, primary screen. Q9HAT2. SIAE FP-Rh probe binding, fluorescence polarization. inhibition, % at 9.66 µM. 370,000 tested, 0.69% active. AID 1053197;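 active = inhibition above a cutoff: mean of compounds within the control limits plus 3 SD of those, cut at about 17% in these data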;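 note: 0% = plate median of compound wells and 100% = probe without SIAE protein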
Target sequence (Q9HAT2 whole entry, looked up): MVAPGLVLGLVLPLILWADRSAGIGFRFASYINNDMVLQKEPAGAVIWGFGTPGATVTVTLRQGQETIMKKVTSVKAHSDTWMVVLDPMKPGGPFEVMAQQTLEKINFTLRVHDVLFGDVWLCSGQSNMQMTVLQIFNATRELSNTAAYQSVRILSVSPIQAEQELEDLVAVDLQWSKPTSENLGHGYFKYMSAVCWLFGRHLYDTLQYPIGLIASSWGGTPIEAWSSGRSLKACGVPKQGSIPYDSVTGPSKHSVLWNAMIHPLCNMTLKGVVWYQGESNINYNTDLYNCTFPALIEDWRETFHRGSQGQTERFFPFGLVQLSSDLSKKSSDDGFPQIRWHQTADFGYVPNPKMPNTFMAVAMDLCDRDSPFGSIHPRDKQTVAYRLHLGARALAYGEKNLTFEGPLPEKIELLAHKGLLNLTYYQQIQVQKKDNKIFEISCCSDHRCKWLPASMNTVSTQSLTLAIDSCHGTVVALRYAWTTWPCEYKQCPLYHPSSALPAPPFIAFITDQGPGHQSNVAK
PRMT1 FP inh: blocks human protein arginine methyltransferase 1; inhibition, % at 2.79 µM; Q99873; 370,000 tested, 1.3% active; recombinant PRMT1, activity-based probe fluorescence polarization;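 active = inhibition above about 21% made by adding two undisclosed values, limit read from the data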
TDP2 absorb: TDP2 (human) inhibition, absorbance primary screen. AID 720702. 370,000 tested, 0.34% active. inhibition, % at 12.8 µM. recombinant TDP2, T5PNP hydrolysis, p-nitrophenol absorbance 415 nm. O95551;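 active = inhibition above the mean of all tested compounds plus 3 SD, set per campaign, cut at about 25% in these data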;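 note: 0% = DMSO with enzyme and 100% = buffer with substrate but no TDP2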
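Test system: human TDP2 enzyme; Input: 120 nM TDP2 per well; Buffer or medium: Mg2+-containing Tris-HCl buffer, pH 7.5; Reagent: 5 mM T5PNP; Dosing: 12.8 µM single point, 1% DMSO; Incubation: reaction 2 h, 37 °C; Detection: p-Nitrophenol epi absorbance; Read-out: % inhibition relative to enzyme-containing and enzyme-free wells; Replicates: single well per compound.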
UHRF1 binding: human UHRF1 methylated DNA binding inhibitors | Q96T88 | UHRF1 binding to methylated oligo, TR-FRET | inhibition, % at 4.4 µM | 370,000 tested, 0.75% active | AID 687016; in the data active = inhibition above about 21%;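 note: UHRF1 SRA domain binding a hemimethylated CpG hairpin DNA probe; 0% = median of test compound wells and 100% = reference inhibitor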
Tn7 DDE FP: DD(E)-Tn7 binding inhibition, primary FP screen; P02675; FP displacement of FITC-Tn7 peptide from fibrin DD(E); 0% = median of compound wells per plate; inhibition, % at 8.3 µM; 370,000 tested, 0.13% active; AID 720508;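 active = inhibition above the mean of compounds falling within the control limits plus 3 SD of them, cut at about 14% in these data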;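 note: 0% = plate median of compound wells and 100% = 10 µM Aha-Tn7 peptide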
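Measure: % inhibition scaled between sample-field median and high-control FP; Test system: human fibrin DD(E); Quantity: 2 µM final DD(E) protein; Doses: one dose, 8.3 µM nominal; Schedule: compound with protein 10 min, then 3 h after probe, room temperature; Detection: fluorescence polarization; Medium: Tris buffer with calcium and detergent, pH 7.8.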
Tn6 DDE FP: DD(E)-Tn6 binding inhibition, primary FP screen; P02675; Fibrin DD(E) TRITC-Tn6 fluorescence polarization displacement; inhibition, % at 8.3 µM; 370,000 tested, 0.21% active; AID 720509;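 active = inhibition above a per-campaign cutoff: mean of compounds within control limits plus 3 SD, cut at about 15% in these data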;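 note: 0% = median of all compound wells on the plate and 100% = blocking peptide control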
MBD2 DNA inh: inhibitors of human MBD2 binding to methylated oligonucleotide; TR-FRET; inhibition, % at 4.4 µM; 370,000 tested, 0.31% active; AID 686964; in the data active = inhibition above about 13%
Target sequence (Q9UBB5 whole entry, looked up): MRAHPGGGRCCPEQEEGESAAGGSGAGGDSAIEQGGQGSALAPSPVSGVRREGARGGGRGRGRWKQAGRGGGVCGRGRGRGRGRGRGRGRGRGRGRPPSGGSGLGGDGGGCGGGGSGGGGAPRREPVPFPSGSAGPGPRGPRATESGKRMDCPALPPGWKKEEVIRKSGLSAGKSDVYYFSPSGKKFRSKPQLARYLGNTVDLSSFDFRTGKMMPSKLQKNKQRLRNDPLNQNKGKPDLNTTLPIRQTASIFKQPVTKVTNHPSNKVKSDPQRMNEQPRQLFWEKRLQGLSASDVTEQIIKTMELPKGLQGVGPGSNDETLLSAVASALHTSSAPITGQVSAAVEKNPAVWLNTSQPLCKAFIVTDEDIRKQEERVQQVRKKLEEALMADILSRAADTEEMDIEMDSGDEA
LEDGF integ inh: blocks HIV-1 LEDGF/p75-dependent DNA integration | TR-FRET IN-LEDGF/p75 DNA integration, Eu/Cy5 | 370,000 tested, 0.64% active | AID 743269 | inhibition, % at 3.7 µM;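 active = inhibition above the screen-wide mean plus 3 SD, cut at about 13% in these data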;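 note: signal is the Cy5 over europium emission ratio at 671 and 618 nm; 0% = plate median of compound wells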
Starred values were filed as active, the others as inactive. Hits appear at their usual frequency (roughly 4.6% active in at least one column).

Preview, three compounds:
`O=C(Nc1ccc(N2CCOCC2)cc1N1CCOCC1)c1cccs1` gave KLK7 zymogen act -0.9, TCR CD3 inh 0, SIAE primary 5, PRMT1 FP inh 0, TDP2 absorb 0, UHRF1 binding -1, Tn7 DDE FP -8, Tn6 DDE FP -1, MBD2 DNA inh -5 and LEDGF integ inh -1.
Cc1ccc(NC(=S)N2CCN(S(=O)(=O)c3ccc(C)cc3)CC2)cc1 was read as KLK7 zymogen act 0.6, TCR CD3 inh 12, SIAE primary 2, PRMT1 FP inh -2, TDP2 absorb 12, UHRF1 binding 0, Tn7 DDE FP 1, Tn6 DDE FP 8, MBD2 DNA inh 3 and LEDGF integ inh -1.
For CCN(CC)C(=O)Cn1c(=O)n(Cc2ccc(F)cc2)c(=O)c2sccc21 the results were KLK7 zymogen act -0.4, TCR CD3 inh -9, SIAE primary 1, PRMT1 FP inh 5, TDP2 absorb -4, UHRF1 binding 3, Tn7 DDE FP -1, Tn6 DDE FP 4, MBD2 DNA inh 1 and LEDGF integ inh -2.

This part in full, previewed entries included:
`O=C(Nc1ccc(N2CCOCC2)cc1N1CCOCC1)c1cccs1` gave KLK7 zymogen act -0.9, TCR CD3 inh 0, SIAE primary 5, PRMT1 FP inh 0, TDP2 absorb 0, UHRF1 binding -1, Tn7 DDE FP -8, Tn6 DDE FP -1, MBD2 DNA inh -5 and LEDGF integ inh -1.
Cc1ccc(NC(=S)N2CCN(S(=O)(=O)c3ccc(C)cc3)CC2)cc1 was read as KLK7 zymogen act 0.6, TCR CD3 inh 12, SIAE primary 2, PRMT1 FP inh -2, TDP2 absorb 12, UHRF1 binding 0, Tn7 DDE FP 1, Tn6 DDE FP 8, MBD2 DNA inh 3 and LEDGF integ inh -1.
For CCN(CC)C(=O)Cn1c(=O)n(Cc2ccc(F)cc2)c(=O)c2sccc21 the results were KLK7 zymogen act -0.4, TCR CD3 inh -9, SIAE primary 1, PRMT1 FP inh 5, TDP2 absorb -4, UHRF1 binding 3, Tn7 DDE FP -1, Tn6 DDE FP 4, MBD2 DNA inh 1 and LEDGF integ inh -2.
Screening COC(=O)[C@H](Cc1ccccc1)NC(=O)NCC1CCCO1 (stereo not given in full) returned KLK7 zymogen act 0.1, TCR CD3 inh 7, SIAE primary 0, PRMT1 FP inh 1, TDP2 absorb 0, UHRF1 binding -1, Tn7 DDE FP 1, Tn6 DDE FP -3, MBD2 DNA inh 1 and LEDGF integ inh 1.
CC(Sc1nccn1C)C(=O)Nc1ccc(C(N)=O)cc1 (stereo not given) was read as KLK7 zymogen act 0.2, TCR CD3 inh 1, SIAE primary -4, PRMT1 FP inh -5, TDP2 absorb -12, UHRF1 binding 4, Tn7 DDE FP 4, Tn6 DDE FP 2, MBD2 DNA inh 0 and LEDGF integ inh 2.
Screening CC(C)(C)n1nnnc1C(c1ccccn1)N1CCN(C(c2ccccc2)c2ccccc2)CC1 (stereo not given) returned KLK7 zymogen act 0.1, TCR CD3 inh -3, SIAE primary 0, PRMT1 FP inh -1, TDP2 absorb 11, UHRF1 binding -2, Tn7 DDE FP -6, Tn6 DDE FP 3, MBD2 DNA inh 3 and LEDGF integ inh 0.
For COc1ccc(NC(=O)C2(C)CCN2C(=O)Cc2ccccc2)cc1OC (stereo not given) the results were KLK7 zymogen act 0.8, TCR CD3 inh 3, SIAE primary 1, PRMT1 FP inh 0, TDP2 absorb -2, UHRF1 binding -2, Tn7 DDE FP -3, Tn6 DDE FP -6, MBD2 DNA inh 1 and LEDGF integ inh -6.
COc1ccc(C(=O)N2CCN=C2SC)cc1OC was read as KLK7 zymogen act -0.2, TCR CD3 inh 0, SIAE primary 12, PRMT1 FP inh 1, TDP2 absorb 8, UHRF1 binding 3, Tn7 DDE FP -3, Tn6 DDE FP -3, MBD2 DNA inh 2 and LEDGF integ inh -3.
Screening O=C(N/C(=C/c1cccs1)C(=O)N1CCOCC1)c1ccco1 returned KLK7 zymogen act 0.7, TCR CD3 inh -5, SIAE primary -4, PRMT1 FP inh 4, TDP2 absorb 6, UHRF1 binding 2, Tn7 DDE FP -11, Tn6 DDE FP 1, MBD2 DNA inh -1 and LEDGF integ inh 10.
For COCc1cccc(-c2csc(C(C)(O)c3cccc(OC)c3)n2)c1 (stereo not given) the results were KLK7 zymogen act 0.6, TCR CD3 inh 8, SIAE primary -5, PRMT1 FP inh 1, TDP2 absorb -4, UHRF1 binding -1, Tn7 DDE FP -2, Tn6 DDE FP 10, MBD2 DNA inh -1 and LEDGF integ inh -2.
For COC(=O)c1ccc(COC(=O)CNC(=O)c2ccc(C)s2)cc1 the results were KLK7 zymogen act 0.2, TCR CD3 inh 2, SIAE primary 4, PRMT1 FP inh 2, TDP2 absorb -4, UHRF1 binding 0, Tn7 DDE FP -4, Tn6 DDE FP 1, MBD2 DNA inh -4 and LEDGF integ inh -1.
For N=P(N1CCOCC1)(N1CCOCC1)C12CC3CC(CC(C3)C1)C2 the results were KLK7 zymogen act -0.1, TCR CD3 inh 13, SIAE primary 2, PRMT1 FP inh -3, TDP2 absorb 8, UHRF1 binding -1, Tn7 DDE FP 4, Tn6 DDE FP -1, MBD2 DNA inh -2 and LEDGF integ inh 4.
For O=C(Nc1nnc(COc2ccc(F)cc2)s1)c1ccco1 the results were KLK7 zymogen act -0.7, TCR CD3 inh -5, SIAE primary 3, PRMT1 FP inh 4, TDP2 absorb -6, UHRF1 binding 2, Tn7 DDE FP -3, Tn6 DDE FP -2, MBD2 DNA inh -3 and LEDGF integ inh -8.
`Oc1ccccc1-c1cc(-c2cccc(F)c2)n[nH]1` gave KLK7 zymogen act -0.3, TCR CD3 inh 2, SIAE primary -20, PRMT1 FP inh 0, TDP2 absorb 2, UHRF1 binding -3, Tn7 DDE FP -6, Tn6 DDE FP -9, MBD2 DNA inh -4 and LEDGF integ inh -4.
Screening CCCNC(=O)COC(=O)c1[nH]c(C)c(C(=O)OCC)c1C returned KLK7 zymogen act -0.2, TCR CD3 inh -4, SIAE primary -3, PRMT1 FP inh 1, TDP2 absorb 0, UHRF1 binding -1, Tn7 DDE FP -1, Tn6 DDE FP -1, MBD2 DNA inh 2 and LEDGF integ inh 1.
CCOc1ccccc1NC(=O)NNS(=O)(=O)c1ccc([N+](=O)[O-])cc1 was read as KLK7 zymogen act 0.0, TCR CD3 inh -6, SIAE primary -2, PRMT1 FP inh -6, TDP2 absorb -20, UHRF1 binding -1, Tn7 DDE FP -1, Tn6 DDE FP 3, MBD2 DNA inh -3 and LEDGF integ inh 5.
Screening C=CCNc1nc(C(=O)OCC(=O)Nc2cccc(SC)c2)cs1 returned KLK7 zymogen act 0.2, TCR CD3 inh 6, SIAE primary -2, PRMT1 FP inh 1, TDP2 absorb -15, UHRF1 binding 1, Tn7 DDE FP 7, Tn6 DDE FP 3, MBD2 DNA inh 1 and LEDGF integ inh -1.
Screening CC(=O)O[C@@H]1C=C[C@@H](C#Cc2ccc(C(C)(C)C)cc2)O[C@@H]1COC(=O)NCc1ccccc1 returned KLK7 zymogen act 0.8, TCR CD3 inh -3, SIAE primary 3, PRMT1 FP inh 2, TDP2 absorb -2, UHRF1 binding 3, Tn7 DDE FP 0, Tn6 DDE FP 0, MBD2 DNA inh -2 and LEDGF integ inh 1.
For CCNC(=O)C12CCC(C)(C(=O)C1Br)C2(C)C (stereo not given) the results were KLK7 zymogen act 0.6, TCR CD3 inh 4, SIAE primary 3, PRMT1 FP inh 0, TDP2 absorb -3, UHRF1 binding 3, Tn7 DDE FP 7, Tn6 DDE FP -2, MBD2 DNA inh 0 and LEDGF integ inh 2.
COc1ccccc1N1CC(C(=O)Nc2nnc(SCC(=O)N3CCCC3)s2)CC1=O (stereo not given) was read as KLK7 zymogen act -0.1, TCR CD3 inh -1, SIAE primary -2, PRMT1 FP inh 13, TDP2 absorb -6, UHRF1 binding 0, Tn7 DDE FP -2, Tn6 DDE FP 3, MBD2 DNA inh 1 and LEDGF integ inh -4.
`N#Cc1ccc(CN2CCN(C(=O)CCNS(=O)(=O)c3ccc(F)c(F)c3)CC2)cc1` gave KLK7 zymogen act 0.3, TCR CD3 inh 0, SIAE primary 2, PRMT1 FP inh 1, TDP2 absorb -4, UHRF1 binding 1, Tn7 DDE FP 4, Tn6 DDE FP -2, MBD2 DNA inh 1 and LEDGF integ inh 2.
`O=C(COc1ccc(Br)cc1)NC1CC1` gave KLK7 zymogen act -0.1, TCR CD3 inh -3, SIAE primary -5, PRMT1 FP inh 2, TDP2 absorb -8, UHRF1 binding 2, Tn7 DDE FP -2, Tn6 DDE FP -6, MBD2 DNA inh 1 and LEDGF integ inh -3.
For Cc1c(NC(=O)C23CC4CC(CC(Br)(C4)C2)C3)c(=O)n(-c2ccccc2)n1C the results were KLK7 zymogen act 0.1, TCR CD3 inh 3, SIAE primary 4, PRMT1 FP inh 1, TDP2 absorb -5, UHRF1 binding 0, Tn7 DDE FP 1, Tn6 DDE FP 3, MBD2 DNA inh -1 and LEDGF integ inh -1.
`CCCC(NCC(=O)Nc1ccccc1C(=O)NC1CC1)c1ccccc1` (stereo not given) gave KLK7 zymogen act 0.0, TCR CD3 inh 5, SIAE primary -9, PRMT1 FP inh 0, TDP2 absorb -15, UHRF1 binding 3, Tn7 DDE FP 1, Tn6 DDE FP 1, MBD2 DNA inh 2 and LEDGF integ inh 5.
For CC(=O)c1ccc(N(C(=O)Cn2nnc3ccccc32)C(C(=O)NCc2ccccc2)c2ccccn2)cc1 (stereo not given) the results were KLK7 zymogen act 0.0, TCR CD3 inh -6, SIAE primary -7, PRMT1 FP inh 1, TDP2 absorb 9, UHRF1 binding -2, Tn7 DDE FP 3, Tn6 DDE FP -5, MBD2 DNA inh -4 and LEDGF integ inh -3.
Screening Cc1ccc(C(C)C)c(OCC(=O)Nn2c(=O)[nH]c3ccccc3c2=O)c1 returned KLK7 zymogen act -1.9, TCR CD3 inh 2, SIAE primary -9, PRMT1 FP inh -4, TDP2 absorb 1, UHRF1 binding -1, Tn7 DDE FP -9, Tn6 DDE FP -6, MBD2 DNA inh 5 and LEDGF integ inh 3.
`CNC(=O)C[C@H]1C(=O)N(C2CCCCC2)C[C@@H]1C` gave KLK7 zymogen act -0.7, TCR CD3 inh 2, SIAE primary 1, PRMT1 FP inh 0, TDP2 absorb 2, UHRF1 binding 0, Tn7 DDE FP 1, Tn6 DDE FP 2, MBD2 DNA inh 6 and LEDGF integ inh 5.
`C/C(=N\NC(=O)c1cc(-c2ccncc2)nc2ccccc12)c1ccc(OC(F)F)cc1` gave KLK7 zymogen act -0.6, TCR CD3 inh 3, SIAE primary -4, PRMT1 FP inh -3, TDP2 absorb 9, UHRF1 binding -3, Tn7 DDE FP 10, Tn6 DDE FP 1, MBD2 DNA inh -5 and LEDGF integ inh 1.
